From PubChem BioAssay
yeast cln2 rad14: NCI yeast anticancer drug screen, S. cerevisiae cln2 rad14 strain; 78,000 compounds, 8.3% hits; growth inhibition, % at 50 µM;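 further: 0% = growth of vehicle-only cultures of the same strain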
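Yeast strain cln2 rad14, bearing defects in cell cycle control and DNA repair, serves as the test system; values reflect growth inhibition compared with vehicle.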
bub3: NCI yeast anticancer drug screen, S. cerevisiae bub3 mutant strain; growth inhibition, % at 50 µM; 78,000 compounds, 9.9% hits;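 further: 0% = growth of vehicle-only cultures of the same strain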
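Compounds were applied to a genetically altered yeast strain carrying a cell-cycle control defect. Growth inhibition was scored against vehicle-treated controls.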
mec2-1: NCI yeast anticancer drug screen, S. cerevisiae mec2-1 strain; 79,000 compounds, 9% hits; growth inhibition, % at 50 µM;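 further: 0% = growth of vehicle-only cultures of the same strain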
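Vehicle-treated cultures served as reference for growth inhibition of compound-exposed mec2-1 yeast.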
yeast rad50: NCI yeast anticancer drug screen, S. cerevisiae rad50 strain | 79,000 compounds, 10% hits | growth inhibition, % at 50 µM;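 further: 0% = growth of vehicle-only cultures of the same strain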
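Readout: growth inhibition relative to vehicle-treated cultures. Compound exposure was carried out in a genetically defined yeast strain deficient in DNA damage repair.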
yeast mlh1 rad18: NCI yeast anticancer drug screen, S. cerevisiae mlh1 rad18 strain; growth inhibition, % at 50 µM; 79,000 compounds, 11% hits; AID 175;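 further: 0% = growth of vehicle-only cultures of the same strain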
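Growth inhibition of the yeast strain was measured after compound exposure and expressed relative to vehicle-treated controls. The strain carries defined defects in DNA damage repair.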
sgs1 mgt1: NCI yeast anticancer drug screen, S. cerevisiae sgs1 mgt1 strain | 78,000 compounds, 10% hits | growth inhibition, % at 50 µM | AID 161;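 further: 0% = growth of vehicle-only cultures of the same strain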
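Genetically altered yeast, compound exposure, growth inhibition relative to vehicle.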
The depositor's hits bear a star; & = joins results of further samples. No stated cut-off is given here; in the data, active means growth inhibition above about 70%; inactive means the rest.

Results for O=C(NCC(O)CO)c1cc([N+](=O)[O-])c(N(CCCl)CCCl)c([N+](=O)[O-])c1 (stereo unspecified) ?
yeast cln2 rad14: 12; bub3: 16; mec2-1: 9; yeast rad50: 23; yeast mlh1 rad18: 22; sgs1 mgt1: 18

Results for CCC1(C/C=C\Cl)C(=O)NC(=O)NC1=O ?
yeast cln2 rad14: -40; bub3: 12; mec2-1: 0; yeast rad50: 10; yeast mlh1 rad18: -25; sgs1 mgt1: -21

Results for COc1ccc(-c2nc(-c3ccc(N=Cc4ccc(N(CCCl)CCCl)cc4)cc3)cs2)cc1 ?
yeast cln2 rad14: 27; bub3: 12; mec2-1: 11; yeast rad50: 58; yeast mlh1 rad18: 43; sgs1 mgt1: 57

How did O=C(O)CCNC(=O)c1cc(N(CCCl)CCCl)c([N+](=O)[O-])cc1[N+](=O)[O-] do in these assays?
yeast cln2 rad14: -48; bub3: 6; mec2-1: -33; yeast rad50: 14; yeast mlh1 rad18: 26; sgs1 mgt1: 9

How did CCN1C(=O)NC(=O)C(CC)(N2CCCCC2)C1=O (stereo unspecified) do in these assays?
yeast cln2 rad14: 15; bub3: 3; mec2-1: 8; yeast rad50: 11; yeast mlh1 rad18: 25; sgs1 mgt1: 5

What do the screens show for `CC(C)COP(=O)(OCC(C)C)C(=O)Nc1ccc(Cl)cc1`?
yeast cln2 rad14: 23; bub3: 25; mec2-1: 15; yeast rad50: 57; yeast mlh1 rad18: 34; sgs1 mgt1: 25

What do the screens show for `CNP(=S)(Oc1cc(Cl)c(Cl)cc1Cl)N1CCN(c2ccc(Cl)cc2)CC1` (stereo unspecified)?
yeast cln2 rad14: -1; bub3: -3; mec2-1: 2; yeast rad50: 0; yeast mlh1 rad18: 16; sgs1 mgt1: 4

How did CCC[CH2][Sn]1([CH2]CCC)[O]CC(COc2c(Cl)cc(Cl)cc2Cl)[O]1 (stereo unspecified) do in these assays?
yeast cln2 rad14: 90*; bub3: 92*; mec2-1: 91*; yeast rad50: 91*; yeast mlh1 rad18: 90*; sgs1 mgt1: 90*

Results for O=C(O)CN(CCN(CC(=O)O)CC(=O)O)CC(=O)O.[Mn+2] ?
yeast cln2 rad14: -2; bub3: -22; mec2-1: 18; yeast rad50: -2; yeast mlh1 rad18: -6; sgs1 mgt1: -14

What do the screens show for `CC/C(=C\c1ccc(C(C)C)cc1)[N+](=O)[O-]`?
yeast cln2 rad14: -15; bub3: -6; mec2-1: -1; yeast rad50: -1; yeast mlh1 rad18: -2; sgs1 mgt1: -5

What do the screens show for `CN(C)NP(c1ccccc1)c1ccccc1`?
yeast cln2 rad14: -6; bub3: -18; mec2-1: -4; yeast rad50: -3; yeast mlh1 rad18: 1; sgs1 mgt1: -6

What do the screens show for `O=C1C=CC=C[C@@H]2C(C3OCCO3)CC[C@H]12.[C-]#[O+].[C-]#[O+].[C-]#[O+].[Fe]` (stereo partly specified)?
yeast cln2 rad14: 23; bub3: 8; mec2-1: 15; yeast rad50: 4; yeast mlh1 rad18: 5; sgs1 mgt1: -7

Results for O=C(O)C1C2C=Cc3ccccc3C21 (stereo unspecified) ?
yeast cln2 rad14: -27; bub3: -6; mec2-1: 3; yeast rad50: 4; yeast mlh1 rad18: 6; sgs1 mgt1: -11

How did Cc1cc([N+](=O)[O-])c2ccccc2[n+]1[O-] do in these assays?
yeast cln2 rad14: 58; bub3: 99*; mec2-1: 99*; yeast rad50: 99*; yeast mlh1 rad18: 50; sgs1 mgt1: 49

How did NC(=O)c1cc([N+](=O)[O-])c([N+](=O)[O-])cc1N(CCCl)CCCl do in these assays?
yeast cln2 rad14: 0; bub3: -4; mec2-1: 9; yeast rad50: 14; yeast mlh1 rad18: 13; sgs1 mgt1: 27

How did O=C(O)c1cc[c]([Hg][S]c2ncnc3nc[nH]c23)cc1 do in these assays?
yeast cln2 rad14: 98*; bub3: 98*; mec2-1: 98*; yeast rad50: 99*; yeast mlh1 rad18: 99*; sgs1 mgt1: 99*

What do the screens show for `NCCNCCO`?
yeast cln2 rad14: -25; bub3: 0; mec2-1: -30; yeast rad50: -1; yeast mlh1 rad18: 19; sgs1 mgt1: -2

Results for CCOC(=O)C(Cl)(Cl)Cl ?
yeast cln2 rad14: 28; bub3: 15; mec2-1: 16; yeast rad50: 24; yeast mlh1 rad18: 9; sgs1 mgt1: -42

Results for CCc1ccccc1[N+](=O)[O-] ?
yeast cln2 rad14: 5; bub3: 6; mec2-1: 29; yeast rad50: 27; yeast mlh1 rad18: 21; sgs1 mgt1: 4

How did [Cl][Pt]([Cl])[Cl].[NH-]C1CN2CCC1CC2 (stereo unspecified) do in these assays?
yeast cln2 rad14: 22; bub3: 2; mec2-1: 19; yeast rad50: 20; yeast mlh1 rad18: -8; sgs1 mgt1: -14

What do the screens show for `COc1ccc2[se]c(C)nc2c1`?
yeast cln2 rad14: -3; bub3: -17; mec2-1: -35; yeast rad50: -26; yeast mlh1 rad18: -19; sgs1 mgt1: 5

Results for CC(Br)C(=O)NC(CO)C(=O)O (stereo unspecified) ?
yeast cln2 rad14: -29; bub3: -47; mec2-1: -15; yeast rad50: 2; yeast mlh1 rad18: 10; sgs1 mgt1: -30

Results for O=[N+]([O-])CCCCl ?
yeast cln2 rad14: -8; bub3: 2; mec2-1: -3; yeast rad50: 2; yeast mlh1 rad18: 2; sgs1 mgt1: -3

What do the screens show for `CC(C)NCC(=O)c1ccc(O)c(O)c1`?
yeast cln2 rad14: -7; bub3: -26; mec2-1: 4&-19; yeast rad50: -5&5; yeast mlh1 rad18: -11&8; sgs1 mgt1: -22

Results for CN(C)C(=O)O/N=C(\c1ccccc1)C(F)(F)F ?
yeast cln2 rad14: 15; bub3: 21; mec2-1: 0; yeast rad50: 36; yeast mlh1 rad18: 31; sgs1 mgt1: 20

Results for CC1NC1(c1ccccc1)n1ccnc1 (stereo unspecified) ?
yeast cln2 rad14: -14; bub3: 11; mec2-1: -18; yeast rad50: 13; yeast mlh1 rad18: 3; sgs1 mgt1: 6

What do the screens show for `O=C(CCCC(=O)NNC(=O)Nc1cccc(S(=O)(=O)F)c1)NNC(=O)Nc1cccc(S(=O)(=O)F)c1`?
yeast cln2 rad14: 53; bub3: 84*; mec2-1: 72*; yeast rad50: 73*; yeast mlh1 rad18: 73*; sgs1 mgt1: 80*

What do the screens show for `CC(Cl)CN1COc2ccc3ccccc3c2C1` (stereo unspecified)?
yeast cln2 rad14: -19; bub3: -6; mec2-1: -7; yeast rad50: 27; yeast mlh1 rad18: 7; sgs1 mgt1: 18

What do the screens show for `C/C(=N\N=C(N)N)C(CN(C)C)C(c1ccccc1)c1c(O)c2ccccc2oc1=O` (stereo unspecified)?
yeast cln2 rad14: 14; bub3: -2; mec2-1: 23; yeast rad50: 26; yeast mlh1 rad18: 17; sgs1 mgt1: -4

What do the screens show for `O=[N+]([O-])/C=C/c1cc2c(cc1Br)OCO2`?
yeast cln2 rad14: 94*; bub3: 82*; mec2-1: 99*; yeast rad50: 99*; yeast mlh1 rad18: 99*; sgs1 mgt1: 98*

What do the screens show for `CNC(=O)C(CC(C)[N+](C)(C)C)(c1ccccc1)c1ccccc1` (stereo unspecified)?
yeast cln2 rad14: 18; bub3: 5; mec2-1: 8; yeast rad50: 14; yeast mlh1 rad18: 11; sgs1 mgt1: 14

How did O=C(CCN1CC=C(c2ccccc2)CC1)c1ccc(F)cc1 do in these assays?
yeast cln2 rad14: 67; bub3: 64; mec2-1: 52; yeast rad50: 76*; yeast mlh1 rad18: 92*; sgs1 mgt1: 89*

Results for NNc1ncc[nH]1 ?
yeast cln2 rad14: -1; bub3: 13; mec2-1: 1; yeast rad50: 0; yeast mlh1 rad18: 5; sgs1 mgt1: -9

How did CN(C)C=Nc1cccc2nsnc12 do in these assays?
yeast cln2 rad14: -10; bub3: 21; mec2-1: -23; yeast rad50: -35; yeast mlh1 rad18: -7; sgs1 mgt1: -32

Results for O=[N+]([O-])c1ccc(CS(=O)(=O)C(Cl)(Cl)Cl)o1 ?
yeast cln2 rad14: 94*; bub3: 90*; mec2-1: 98*; yeast rad50: 96*; yeast mlh1 rad18: 99*; sgs1 mgt1: 97*

What do the screens show for `COc1cc(C)c(C(CC(=O)O)CC(=O)N(CCCl)CCCl)cc1C(C)C` (stereo unspecified)?
yeast cln2 rad14: 28; bub3: 4; mec2-1: 4; yeast rad50: 60; yeast mlh1 rad18: 58; sgs1 mgt1: 20

How did O=[As]c1ccc(C(=O)Cl)cc1 (stereo unspecified) do in these assays?
yeast cln2 rad14: 2; bub3: -25; mec2-1: -16; yeast rad50: -2; yeast mlh1 rad18: 0; sgs1 mgt1: -20

What do the screens show for `CCOP(=O)(OCC)C(O)C(C)C` (stereo unspecified)?
yeast cln2 rad14: -20; bub3: 8; mec2-1: 17; yeast rad50: 4; yeast mlh1 rad18: 0; sgs1 mgt1: 5

What do the screens show for `O=NNc1ccc(Br)cn1`?
yeast cln2 rad14: -1; bub3: 0; mec2-1: -6; yeast rad50: -3; yeast mlh1 rad18: 4; sgs1 mgt1: 6

How did CC1CN1P(=O)(N1CCCC1)N1CC1C (stereo unspecified) do in these assays?
yeast cln2 rad14: 6; bub3: -2; mec2-1: 15; yeast rad50: 5; yeast mlh1 rad18: 13; sgs1 mgt1: -20

How did COc1cccc(NC2=NCCO2)c1 do in these assays?
yeast cln2 rad14: 4; bub3: -2; mec2-1: -1; yeast rad50: -17; yeast mlh1 rad18: -12; sgs1 mgt1: -6

How did CN1CNC2C(=O)CCC2c2ccccc21 (stereo unspecified) do in these assays?
yeast cln2 rad14: -7; bub3: -29; mec2-1: -40; yeast rad50: -12; yeast mlh1 rad18: -9; sgs1 mgt1: -21

What do the screens show for `[Cl][Sn]([CH2]c1ccccc1)([CH2]c1ccccc1)[CH2]c1ccccc1`?
yeast cln2 rad14: 99*; bub3: 98*; mec2-1: 99*; yeast rad50: 99*; yeast mlh1 rad18: 99*; sgs1 mgt1: 99*

Results for CCCN(CCC)CC(O)c1ccc2c3c(cccc13)CC2 (stereo unspecified) ?
yeast cln2 rad14: -10; bub3: -5; mec2-1: -6; yeast rad50: 22; yeast mlh1 rad18: 16; sgs1 mgt1: 19

What do the screens show for `CC1CCC2(OC1)OC1C(O)C3C4CCC5CC(OC6OC(CO)C(OC7OC(CO)C(O)C(OC8OCC(O)C(O)C8O)C7OC7OC(CO)C(O)C(OC8OC(CO)C(O)C(O)C8O)C7O)C(O)C6O)C(O)CC5(C)C4CCC3(C)C1C2C` (stereo unspecified)?
yeast cln2 rad14: 92*; bub3: 93*; mec2-1: 94*; yeast rad50: 93*; yeast mlh1 rad18: 88*; sgs1 mgt1: 94*

How did O=[N+]([O-])C(CO)CCCC(CO)[N+](=O)[O-] (stereo unspecified) do in these assays?
yeast cln2 rad14: -37; bub3: -20; mec2-1: -6; yeast rad50: 12; yeast mlh1 rad18: 11; sgs1 mgt1: 6

This is a subset (hit frequency here may not be typical).
